LYP inhibition = PTPN22 lymphoid phosphatase activity blockers – biochemical, fluorescence intensity, uHTS (AID 1779); recombinant LYP phosphatase, fluorescence intensity; higher % means a stronger effect; inhibition, % at 11.5 µM, or IC50 in µM where a hit was titrated; actives 0.054% (n = 290,000);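 also: plate controls were vehicle with enzyme for no effect and no enzyme for full effect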
SIAH1 antagonists = Siah-1 peptide-binding antagonists, primary screen, biochemical, fluorescence polarization, rhodamine-plectin, uHTS (AID 1817); Siah-1 / rhodamine-plectin peptide fluorescence polarization; higher % means a stronger effect; displacement, % at 20 µM, or IC50 in µM where a hit was titrated; actives 0.02% (n = 290,000);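 active = displacement of at least 50% at 20 µM, with a fluorescence ratio check between 0.3 and a set limit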;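 also: plate controls were Siah plus tracer with DMSO for no effect and tracer alone without Siah for full effect; strong numbers were not always called active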
Salmonella PhoP GFP = inhibitors of PhoP regulon expression, primary screen, Salmonella Typhimurium, GFP reporter (AID 1863); S. Typhimurium PhoP-regulated promoter GFP reporter, 4 h; higher % means a stronger effect; inhibition, % at 50 µM; hits with a dose series show IC50 in µM; actives 0.16% (n = 300,000);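 active = inhibition over 29.93%, a cutoff 3 SD above the screen mean, later confirmed by dose response; inconclusive = inhibition over 29.93% but no dose response follow-up; inactive = inhibition at most 29.93% or unconfirmed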;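 also: 0% = low Mg2+ inducing control and 100% = high Mg2+ repressing control; strong numbers were not always called active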
HEK293 NOD2/NF-kB = NOD2 signaling inhibitors, cell-based, luminescence, uHTS, HEK293 (AID 1566); HEK293 NOD2/NF-kB luciferase reporter, luminescence; higher % means a stronger effect; one-dose inhibition, % at 4 µM; EC50 in µM for titrated hits; actives 0.63% (n = 290,000); also: many of its hits are not listed in these tables
Myeloid diff 2 = compounds promoting myeloid differentiation. ER-HoxA9 myeloid progenitors, lysozyme-GFP differentiation, flow cytometry. AID 624256. calls only at 10 µM. actives 1% (n = 360,000);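 active = normalized GFP-positive differentiation at or above the plate's own cutoff, the solvent-only control mean plus 3 SD; inconclusive = no clear call, values can overlap the other calls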;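 also: cells exposed to compound for four days before flow analysis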
KOR beta-arrestin-1 = KOR agonists, beta-arrestin recruitment, primary screen, cell-based, luminescence, uHTS (AID 1777); KOR beta-arrestin recruitment, luminescence; higher % means a stronger effect; activation, % at 10 µM; hits with a dose series show EC50 in µM; actives 0.02% (n = 280,000); in the data active = activation above about 50%, passing the limit was not always enough; also: a part of the inactive calls stands beside numbers as strong as those of hits
NOD1 inhibition = inhibition of NOD1-driven NF-kB reporter – cell-based, luminescence, uHTS, primary screen (AID 1578); one-dose inhibition, % at 4 µM; EC50 in µM for titrated hits; actives 1% (n = 290,000); NOD1-driven NF-kB luciferase reporter cells, luminescence; higher % means a stronger effect; in the data active = inhibition mostly above about 36%, no sharp cut-off; inactive = mostly below about 34%;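 also: HEK-293T reporter cells stimulated with the NOD1 agonist gamma-tri-DAP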
KOR beta-arrestin-2 = KOR antagonists, beta-arrestin recruitment, cell-based, luminescence, uHTS (AID 1778) | KOR beta-arrestin recruitment, luminescence, antagonist mode; higher % means a stronger effect | one-dose inhibition, % at 10 µM; IC50 in µM for titrated hits | actives 0.091% (n = 290,000); also: strong numbers were not always called active
HIV fusion peptide = cell-free HIV fusion peptide-binding blockers – biochemical, uHTS, fluorescence dequenching, primary screen (AID 1986) | cell-free peptide binding, fluorescence dequenching, 30 min; higher % means a stronger effect | inhibition, % at 20 µM; hits with a dose series show IC50 in µM | actives 0.3% (n = 290,000); in the data active = inhibition mostly above about 52%, no sharp cut-off; inactive = mostly below about 76%; also: some results filed as inactive read as strong as hits
Myeloid diff 2 GFP+ MAC1+ % = second read-out of Myeloid diff 2, no call of its own (marks repeat the call); GFP+ MAC1+ double positive, %; measured here: differentiation confirmed by MAC1 staining
* marks the source's active call; other numbers are inactive results; i = inactive; ? = inconclusive; nt = no result given; [ ] = remark or other dose. Rule as the data show it, unless noted: active = inhibition above about 50%; inactive = the rest. An excerpt (hit frequency here may not be typical).

SMILES | LYP inhibition | SIAH1 antagonists | Salmonella PhoP GFP | HEK293 NOD2/NF-kB | Myeloid diff 2 | Myeloid diff 2 GFP+ MAC1+ % | KOR beta-arrestin-1 | NOD1 inhibition | KOR beta-arrestin-2 | HIV fusion peptide
COc1ccc(N2C(=O)CCC(C(=O)NCCN3CCOCC3)C2c2ccc(OC)c(OC)c2)cc1 (stereo not given) | -8% | 0% | 9% | 12% | i | 0.4 | 4.0% | 18% | -29% | -2.4%
COc1ccc(OCC(O)CNC(=O)Nc2cc(C)cc(C)c2)cc1 (stereo not given) | 0% | 2% | -11% | 34% | i | 0.8 | 1.6% | 6% | -2% | 1.4%
CN(C)C(=O)N1CCC(C(=O)NCC2CCCO2)CC1 (stereo not given) | -2% | 6% | 8% | 10% | i | 9.9 | -2.2% | -11% | -44% | -0.2%
O=C(NCCOC(=O)c1ccc(S(=O)(=O)N2CCOCC2)cc1)c1cccnc1 | -9% | -2% | 0% | 3% | i | 1.3 | -3.6% | -12% | 0% | 0.1%
COc1ccc(/C=N/c2nc3ccccc3n2C)cc1OC | -2% | 1% | -4% | -1% | i | 7.0 | 0.0% | -12% | -19% | 0.2%
O=[N+]([O-])c1ccc(N2CCN(CCO)CC2)cc1Sc1ccccn1 | -2% | 8% | 6% | -5% | i | 0.2 | -1.4% | -42% | -15% | 1.5%
CC(NC(=O)c1cc2cc(Cl)ccc2oc1=N)c1ccccc1 (stereo not given) | -6% | 0% | -4% | 8% | ? | nt | 6.1% | -2% | -7% | 1.0%
NS(=O)(=O)c1ccc(CCN=C(NS(=O)(=O)c2cccs2)c2ccccc2)cc1 | -6% | 11% | 2% | 20% | i | 0.4 | -2.6% | -7% | 12% | 1.2%
CCCCOC(=O)CCc1c(C)[nH]c(=O)c(C#N)c1C | -4% | 6% | -1% | 16% | i | 1.7 | -0.1% | 4% | 0% | 0.5%
Cc1ccc(SCc2cc(=O)c3c(=O)n(-c4ccccc4)[nH]c3[nH]2)cc1 | 5% | 20% | -8% | 12% | i | 0.2 | -1.1% | -6% | -40% | 64%
COc1ccccc1C(=O)NCC(=O)N/N=C/c1ccc2c(c1)OCO2 | -7% | 9% | -1% | -5% | i | 0.6 | -5.6% | -36% | -28% | 1.1%
COCCNc1nc(N2CCCCC2)c2cnn(C)c2n1 | -8% | 2% | -4% | -2% | i | 0.9 | -7.3% | -17% | -32% | -0.6%
Clc1cccc(OCCCN2CCCC2)c1Cl | -5% | 0% | 6% | 3% | i | 0.3 | -4.6% | -35% | -8% | 2.8%
Cn1c(SCC(=O)N/N=C/C=C\c2ccccc2[N+](=O)[O-])nc2ccccc21 | 10% | 0% | 6% | 8% | i | 0.2 | -0.2% | -38% | 17% | -2.4%
S=C(NCC1CCCO1)N1CCN(c2ccc(Cl)c(Cl)c2)CC1 (stereo not given) | -2% | 4% | 8% | 11% | i | 0.4 | -1.0% | 35% | 2% | -1.1%
COc1cccc(C2=NN(C(C)=O)C(c3cccs3)C2)c1 (stereo not given) | -4% | -3% | 2% | -12% | i | 0.6 | -5.0% | -8% | 13% | -1.1%
CCCCC(=O)Nc1nn(CC)c2nc3c(C)cccc3cc12 | -7% | 1% | -7% | 21% | i | 0.6 | -3.7% | 7% | 23% | -1.5%
CC(C)c1onc(C(=O)Nc2cccc(Cl)c2)c1[N+](=O)[O-] | -4% | 17% | -7% | 8% | i | 0.6 | 5.2% | -8% | -29% | -1.1%
Cc1ccc2nc(-c3cccc(NC(=O)c4ccco4)c3)[nH]c2c1 | 6% | 2% | 2% | -127% | i | 0.8 | 1.2% | -57% | 15% | 1.3%
COC(=O)C1=CN(c2ccc(F)c(F)c2)C=C(C(=O)OC)C1c1ccc([N+](=O)[O-])cc1 | -3% | 2% | 4% | -7% | i | 0.3 | -0.9% | -22% | -2%[20 µM] | 0.5%
O=C(O)c1ccc(C=C(c2nc3ccccc3s2)c2nc3ccccc3s2)cc1 | -4% | 1% | 8% | -71% | i | 0.4 | -3.5% | 64%* | -30% | 48%
CC(C)NC(=S)NNc1nc2ccccc2s1 | -2% | 15% | -10% | 1% | i | 0.4 | -1.8% | -24% | 1% | -1.1%
Cc1cc(C(=O)COc2cccnc2[N+](=O)[O-])c(C)n1Cc1cccs1 | -8% | 1% | -7% | 8.9µM* | i | 0.1 | -1.7% | nt | 3% | 26%
Cc1cc2nc(-c3ccc(SCc4ccccn4)nc3)[nH]c2cc1C | 1% | -2% | 4% | nt | i | 0.2 | -1.2% | nt | 22% | 5.3%
O=C(CN1CCN(Cc2ccc(F)cc2)C1=O)NCc1cccs1 | -2% | -2% | 1% | 15% | i | 6.3 | -2.7% | 0% | 12% | 0.4%
O=C1/C(=C\c2ccccn2)SC(=S)N1Nc1ncc(C(F)(F)F)cc1Cl | 8% | 2% | 3% | 0% | i | 1.0 | -0.3% | 3% | -5% | 5.9%
CCC(=O)Nc1ccc2nc(SCC(=O)N3CCCC3)sc2c1 | 1% | 0% | 0% | 13% | i | 0.9 | -3.7% | -11% | 9% | -1.9%
Cc1cc2cc(CCNC(=O)CCCc3ccccc3)c(=O)[nH]c2cc1C | -11% | -1% | 2% | 14% | i | 0.5 | -3.7% | -8% | -11% | 0.1%
O=S(=O)(NC(=NCCc1ccc(Cl)cc1)c1ccccc1Cl)c1cccs1 | -5% | 8% | -2% | 16% | i | 0.3 | -3.8% | -10% | 23%[20 µM] | 1.3%
CC(=O)Oc1ccc2oc(=O)c3c(c2c1)CCCN3C(=O)CN1CCOCC1 | -4% | 0% | -4% | 5% | i | 0.4 | 0.2% | -29% | -16% | 0.7%
COC(=O)[C@H](C(C)C)n1c(C)c(C(C)=O)c(C(C)=O)c1C | -2% | 1% | 9% | 8% | i | 0.9 | -4.7% | -14% | -3% | -3.1%
COc1ccc(Cl)cc1NC(=O)CCS(=O)(=O)c1cc2c(cc1C)NC(=O)CO2 | -9% | -4% | nt | 6% | i | 4.0 | -0.9% | -21% | -10%[20 µM] | -0.8%
Cc1cc(C)n(-c2nc3c(c(=O)[nH]c(=O)n3C)n2CC(O)COc2ccc(Cl)cc2Cl)n1 (stereo not given) | -9% | 6% | 4% | 10% | nt | nt | 0.5% | -1% | 13% | 2.1%
COc1ccc(-c2csc(N3CCN(c4cc(C)nc5ccccc45)CC3)n2)cc1OC | -1% | 7% | 1% | 70%* | i | 0.4 | -1.5% | 54%* | -188%[20 µM] | -0.8%
N#Cc1c2n(c(=O)[nH]c1=O)CCCCC2 | -6% | -3% | -10% | -14% | i | 1.8 | 1.1% | -19% | -54% | -0.5%
O=C(Nc1nc(-c2ccccn2)cs1)c1ccc(Br)s1 | -3% | -6% | 9% | -88% | ? | nt | 1.0% | 32% | 4% | -1.5%

Complete entries, quoted from the list. Values in the order: LYP inhibition	SIAH1 antagonists	Salmonella PhoP GFP	HEK293 NOD2/NF-kB	Myeloid diff 2	Myeloid diff 2 GFP+ MAC1+ %	KOR beta-arrestin-1	NOD1 inhibition	KOR beta-arrestin-2	HIV fusion peptide
CC(=O)Oc1ccc2oc(=O)c3c(c2c1)CCCN3C(=O)CN1CCOCC1 is listed with -4%	0%	-4%	5%	i	0.4	0.2%	-29%	-16%	0.7%
COc1ccc(-c2csc(N3CCN(c4cc(C)nc5ccccc45)CC3)n2)cc1OC is listed with -1%	7%	1%	70%*	i	0.4	-1.5%	54%*	-188%[20 µM]	-0.8%

Other records:
SMILES | LYP inhibition | SIAH1 antagonists | Salmonella PhoP GFP | HEK293 NOD2/NF-kB | Myeloid diff 2 | Myeloid diff 2 GFP+ MAC1+ % | KOR beta-arrestin-1 | NOD1 inhibition | KOR beta-arrestin-2 | HIV fusion peptide
O=c1c2ccccc2[nH]c(=S)n1CCCN1CCC(Cc2ccccc2)CC1 | -5% | 0% | 4% | 12% | i | 1.1 | 1.4% | -9% | 3% | 1.9%
CCCCCC(=O)N1CC2(CC(c3cccc(NC(=O)CC)c3)=NO2)C[C@H]1C(N)=O (stereo not given in full) | -4% | 11% | -5% | 9% | i | 1.5 | 4.3% | 0% | 12% | -0.3%
O=[N+]([O-])c1cc(-c2ccc(/C=N/n3cnnc3)o2)ccc1Cl | -2% | -9% | -13% | 13% | i | 0.3 | 2.9% | 0% | -2% | 1.9%
O=[n+]1cc(-c2ccccc2)n([O-])c2c1CCC2 | -1% | -5% | -13% | -7% | i | 0.4 | 2.2% | -6% | -40% | -0.2%
O=C(Nc1nccs1)c1cc(Cl)ccc1[N+](=O)[O-] | -4% | 3% | 3% | 7% | i | 0.5 | -3.7% | -27% | 9% | -2.1%
COc1cccc(O)c1CN1CCC(C(=O)Nc2ccc(Oc3cccnc3)cc2)CC1 | -4% | -3% | 3% | 18% | i | 1.0 | -5.8% | 33% | 38% | -3.6%
CCOCC(=O)Nc1c(C(=O)OCC)oc2ccccc12 | -4% | 0% | 10% | 5% | i | 5.0 | 5.8% | 6% | -18% | 0.2%
CCc1c(C)nc(N)n2c(SCC(=O)N3CCN(c4ccccc4F)CC3)nnc12 | -7% | 4% | nt | 4% | nt | nt | -1.9% | 6% | 19% | 1.0%
CC(C)N(Cc1cnn(C)c1)C(=O)C1CCC(=O)N(CCc2cccc(F)c2)C1 (stereo not given) | -9% | 0% | 1% | 2% | i | 6.7 | 5.9% | -24% | -18% | 0.2%
Cc1ccc(NC(=O)Cc2csc(-c3ccccc3)n2)cc1F | -6% | -5% | -6% | 12% | i | 1.0 | -3.0% | -12% | -33% | 0.4%
S=C(NCc1ccc(Cl)cc1)NCc1ccco1 | -9% | 9% | 2% | -20% | i | 1.0 | 1.0% | -23% | 0% | 0.7%
CC(C)(C)c1nnc(NC(=O)CN2C(=O)C3C4C=CC(C4)C3C2=O)s1 (stereo not given) | 2% | 2% | -5% | -1% | i | 0.0 | 2.8% | -24% | -18% | 1.3%
O=C(NC1CCOCC1)C1CCC(=O)N(CCc2cccc(F)c2)C1 (stereo not given) | -2% | 4% | -4% | -5% | i | 0.7 | -5.6% | -35% | 38% | -0.2%
CC(=O)C1=C(O)C(=O)N(c2ccc(Br)cn2)C1c1ccccc1F (stereo not given) | -4% | 1% | -11% | -56% | i | 1.2 | -2.7% | -23% | -6% | -1.3%
CCOc1ccccc1N1CCN(Cc2ccc(OC)c(OC)c2)CC1 | -8% | 4% | -4% | 22% | i | 1.3 | -1.5% | -11% | 8% | 0.2%
CC(=O)N1CCC2(CC1)CC(=O)c1cc(OCC(=O)N3CCCC3)ccc1O2 | -9% | 4% | -8% | 15% | i | 0.9 | -4.5% | -20% | 32% | -1.6%
COc1cccc(C(=O)N2CCSC2=S)c1 | -2% | 0% | 25% | 18% | i | 1.2 | -2.9% | 11% | 9% | 4.2%
CC(=O)Nc1cccc(/C(C)=N\NC(=O)c2ccc(Cn3nc([N+](=O)[O-])c(Cl)c3C)o2)c1 | -7% | 2% | -2% | 9% | i | 0.3 | 1.0% | -9% | -17% | -3.3%
O=S(=O)(Nc1ccc(-c2cn3c(n2)SCC3)cc1)c1ccccc1F | 4% | 2% | -2% | -10% | i | 0.9 | -0.6% | -18% | -2% | 4.3%
